MITF inh: inhibitors of human MITF; AlphaScreen MITF homodimerization, bead proximity signal; inhibition, % at 2.6 µM; hit rate 0.91% among 650,000; AID 1259374; in the data active = inhibition above about 50%;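 note: 0% = vehicle wells with protein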
GPR151 activ: activators of human GPR151 | hit rate 1% among 650,000 | activation, % at 11.2 µM | PathHunter beta-arrestin GPR151 cells, luminescence | Q8TDV0 | AID 1508602; in the data active = activation above about 4.9%;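 note: 0% = median of compound wells and 100% = cells with positive control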
Target sequence (Q8TDV0 whole entry, looked up): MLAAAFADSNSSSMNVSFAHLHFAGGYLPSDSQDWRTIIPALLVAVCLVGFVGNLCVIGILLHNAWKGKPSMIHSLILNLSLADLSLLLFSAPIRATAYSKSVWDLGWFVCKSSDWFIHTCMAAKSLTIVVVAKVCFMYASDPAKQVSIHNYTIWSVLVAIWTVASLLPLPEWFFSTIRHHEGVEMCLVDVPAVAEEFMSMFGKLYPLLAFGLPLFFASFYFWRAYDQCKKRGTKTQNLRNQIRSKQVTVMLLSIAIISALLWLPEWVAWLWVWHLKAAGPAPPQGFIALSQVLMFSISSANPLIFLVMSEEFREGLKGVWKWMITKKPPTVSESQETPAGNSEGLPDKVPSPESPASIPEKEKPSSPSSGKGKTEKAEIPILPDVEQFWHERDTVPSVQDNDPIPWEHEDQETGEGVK
TEAD-YAP inh: TEAD-YAP interaction inhibition. HEK-TIYL cells, TEAD-Gal4/YAP UAS-luciferase luminescence. inhibition, % at 9.12 µM. hit rate 1.4% among 640,000. AID 1259422; in the data active = inhibition above about 32%;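 note: 0% = median of test compound wells and 100% = reference inhibitor wells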
FBW7 act: human FBW7 E3 ligase activation, primary screen; AlphaScreen FBW7–phospho-cyclin E peptide binding, activator screen; normalized activity (activation), % at 26.1 µM; hit rate 0.13% among 650,000; AID 1259310; in the data active = normalized activity above about 1.9%;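 note: purified mutant Fbw7 with reduced substrate affinity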
Target sequence (Q969H0 whole entry, looked up): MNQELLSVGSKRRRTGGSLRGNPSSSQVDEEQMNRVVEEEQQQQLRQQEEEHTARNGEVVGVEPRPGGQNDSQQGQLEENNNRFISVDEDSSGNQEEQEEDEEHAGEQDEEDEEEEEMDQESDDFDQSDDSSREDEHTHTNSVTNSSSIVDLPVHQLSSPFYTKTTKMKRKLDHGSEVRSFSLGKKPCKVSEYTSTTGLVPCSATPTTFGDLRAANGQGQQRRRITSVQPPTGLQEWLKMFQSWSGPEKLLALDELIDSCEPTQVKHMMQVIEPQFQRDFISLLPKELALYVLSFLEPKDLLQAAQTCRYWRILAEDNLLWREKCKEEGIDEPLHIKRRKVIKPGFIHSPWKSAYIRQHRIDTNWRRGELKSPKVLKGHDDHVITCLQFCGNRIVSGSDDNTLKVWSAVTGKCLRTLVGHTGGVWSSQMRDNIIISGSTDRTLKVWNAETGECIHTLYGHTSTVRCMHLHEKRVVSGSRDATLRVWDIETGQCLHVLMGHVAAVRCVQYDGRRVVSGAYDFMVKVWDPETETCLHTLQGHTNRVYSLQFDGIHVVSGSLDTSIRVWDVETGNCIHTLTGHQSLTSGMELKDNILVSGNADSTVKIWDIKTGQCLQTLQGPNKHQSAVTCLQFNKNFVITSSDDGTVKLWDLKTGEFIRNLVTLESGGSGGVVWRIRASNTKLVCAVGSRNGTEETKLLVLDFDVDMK
* marks the source's active call; other numbers are inactive results; & = joins results of further samples.

SMILES | MITF inh | GPR151 activ | TEAD-YAP inh | FBW7 act
CN(C)C(=O)c1nc2ccc(Cl)cn2c1CN1CC[C@@H]2CCCC[C@H]2C1 | 2.1 | 0.5 | -10.1 | 0.0
Cc1cc(CN2CCc3c(nc(N4CCCC(C)C4)[nH]c3=O)C2)c(C)n1C1CC1 (stereo unspecified) | -3.4 | 0.8 | -7.2 | -0.2
CCc1nc(CN2CCN(Cc3ccc(OC)cc3F)C(CCO)C2)c(C)[nH]1 (stereo unspecified) | 8.7 | -2.1 | 5.2 | -0.1
C#CCn1c(=NC(=O)CN2C(=O)c3ccccc3C2=O)sc2cc(OC)ccc21 | 4.5 | -0.8 | -3.6 | -0.1
COc1ccc(NC(=O)c2nn(-c3ccccc3OC)c(=O)c3ccccc23)cc1Cl | 4.4 | -0.8 | -5.7 | 0.0
O=C1C(Cc2ccccc2)NC(=S)N1c1ccccc1 (stereo unspecified) | 2.6 | 2.4 | -0.9 | 0.0
CC(C)N(CCNC(=O)c1ccc2nc(Nc3ccccn3)sc2c1)C(C)C | 6.7 | 1.1 | 0.3 | -0.1
CCOc1cc(C#N)ccc1OCc1cccc([N+](=O)[O-])c1 | -1.0 | -1.5 | -6.2 | -0.1
Cc1c(Cl)cccc1-n1c(SCc2ccccn2)nc2n[nH]c(C)c2c1=N | -3.4 | 2.3 | -48.8 | 0.0
CC(C)CC(C(=O)Nc1ccccc1C(N)=O)N1Cc2ccccc2C1=O (stereo unspecified) | 14.8 | -0.7 | 4.0 | -0.2
CCCC/C(C)=N/NC(=O)C(=O)NCCc1ccccc1 | 11.7 | 1.6 | -3.1 | 0.2
CCOc1ccc(C(=O)c2ccc(N3CCOCC3)c([N+](=O)[O-])c2)cc1 | 12.4 | 1.2 | -2.6 | -0.7
CCc1c(C)c2ccc(OCC(=O)OC)cc2oc1=O | 12.6 | -1.7 | 7.7 | 0.2
CCn1c2ccccc2c2cc(NC(=O)C3CCCCC3)ccc21 | -4.6 | 2.9 | -7.3 | -0.1
Cc1ccc(SCCC(=O)NCc2ccc3c(c2)OCO3)cc1 | 13.5 | 0.3 | 0.9 | 0.1
CCOc1ccc(NC(=O)c2ccc3c(=O)n(-c4ccccc4)c(=S)[nH]c3c2)cc1 | 3.1 | 0.8 | -2.5 | 0.1
CC(C)c1ccc(NC(=O)CCNC(=O)Cn2cnc3ccccc3c2=O)cc1 | 6.0 | 2.5 | 9.2 | -0.1
CC(=O)Nc1ccc(Nc2ccnc(Nc3ccncn3)n2)cc1 | 9.8 | 3.9 | -16.2 | 0.1
Brc1cccc(-c2nnc(CN3CCN(Cc4ccccc4)CC3)o2)c1 | 2.1 | 6.0* | -1.4 | 0.1
CC(=O)Nc1nc2ccc(C(N)=O)cc2s1 | -11.9 | -2.1 | -27.0 | -1.3
Cc1ccccc1C1(CC(=O)N(C)Cc2ccccc2)CC(=O)N(Cc2cccnc2)C1=O (stereo unspecified) | 8.7 | -1.4 | 11.3 | -0.2
COc1ccc(CCNC(=O)Nc2ccccc2[N+](=O)[O-])cc1 | 12.4 | -3.1 | -47.1 | 0.8
COc1ccccc1NC(=O)CSc1cn(CC(=O)N2CCCC2)c2ccccc12 | 2.2 | -0.4 | -1.3 | 0.1
CCCCN=Cc1c(O)n(-c2ccccc2C)c(=S)[nH]c1=O | 20.9 | 0.2 | -3.1 | 0.0
C/C(=N/Nc1ccc(F)cc1F)c1ccc2c(c1)OCO2 | 5.8 | -0.2 | -3.0 | 0.0
COC(=O)C(C)Sc1ncnc2c1cnn2-c1ccc(Cl)cc1 (stereo unspecified) | 10.7 | -1.7 | -3.3 | 0.2
O=C(O)c1ccccc1C(=O)N1CCSC1c1ccc(Br)cc1 (stereo unspecified) | -4.1 | -0.4 | -1.7 | 0.0
O=C(CN1N=C(c2ccc(Cl)cc2)CCC1=O)NC1CCCC1 | -4.4 | 3.5 | 0.1 | 0.1
O=C(CSc1nnc(NC2CCCCC2)s1)NCc1ccccc1 | 3.9 | 1.4 | -0.4 | -0.1
O=c1c2sc(=S)n(Cc3ccco3)c2nc(SCc2ccc(Cl)cc2)n1-c1ccc(F)cc1 | 22.7 | -0.7 | 7.6 | 0.3
CCNS(=O)(=O)c1ccc(NC(=O)c2c(OC)cccc2OC)cc1 | 8.5 | -0.7 | -4.9 | 0.1
C=CCNCCCOc1c(Cl)cc(C)cc1Br | -11.3 | 1.9 | -2.6 | -0.1
N#CCSc1nnnn1-c1ccccc1F | 4.4 | 1.1 | 7.1 | -0.1
CN1C(=O)C2(c3ccccc31)C(C(=O)NCCc1ccc(Cl)cc1)CC1CCCN12 (stereo unspecified) | 18.7 | -0.6 | 1.0 | 0.1
O=c1c2ccccc2c2ccccc2c(=O)n1-c1ccccc1F | -6.8 | 0.3 | 3.1 | -0.4
COc1ccccc1-c1nc(-c2ccc(C)cc2)no1 | 23.6 | -3.4 | -71.8 | 0.1
CCOC(=O)N1CCN(CC(O)COc2ccc(Cl)cc2)CC1 (stereo unspecified) | 15.8 | 0.9 | 0.2 | 0.0
COc1cc(C(=O)Nc2cc(C(F)(F)F)ccc2Cl)c(Br)c(OC)c1OC | -5.6 | 0.0 | -0.5 | 0.0
COCCNC(=O)CN1C(=O)/C(=C\c2ccc(Cl)cc2)Oc2ccc(C(C)(C)C)cc21 | -4.9 | 2.4 | 11.8 | -0.1
COc1cc(/C=N\Nc2cn[nH]c(=O)c2Cl)cc(OC)c1OC | -8.3 | 0.1 | 4.5 | 0.1
O=C(Nc1c2c(nn1-c1ccc(F)cc1)CSC2)c1ccc(C(=O)c2ccccc2)cc1 | 18.0 | 1.1 | 9.1 | 0.1
Cc1ccc(Cn2nc(C)c([N+](=O)[O-])c2C)cc1 | 6.8 | -0.6 | 8.8 | 0.0
CCN(CC)c1ccc(/C=N\NC(=O)Cc2cccs2)cc1 | 5.4 | 2.4 | -3.8 | -0.1
CCOC(=O)C1=C(C)N=C2SCCC(=O)N2C1c1cccc([N+](=O)[O-])c1 (stereo unspecified) | 2.7 | 0.5 | -5.8 | -0.2
CCc1nnc(N/N=C/c2ccccc2F)n1N | -1.5 | 1.6 | 4.6 | -0.5
Cc1cc(C)cc(OCC(=O)NCc2ccco2)c1 | 2.1 | 0.8 | -2.5 | 0.0
COCCCN1C(=O)C2C(C(=O)Nc3cccc(C)c3)C3C=CC2(O3)C1C(=O)NC1CCCC(C)C1C (stereo unspecified) | 4.6 | -0.1 | -6.5 | 0.2
CC(=O)NNC(=O)N1Cc2ccccc2Oc2ccc(Cl)cc21 | 4.2&-2.7 | -1.2&-0.4 | 6.2 | -0.1&-0.1
CCc1nc2sccn2c(=O)c1C(=O)NCC1COC(C)(C)O1 (stereo unspecified) | 7.9 | -0.4 | -13.8 | 0.2
COc1cccc(C2C3CCCC=C3C(C#N)=C(N)C2(C#N)C#N)c1 (stereo unspecified) | 0.0 | 0.5 | -0.5 | -0.2

Later entries:
SMILES | MITF inh | GPR151 activ | TEAD-YAP inh | FBW7 act
O=C(Nc1cccc(Cl)c1)c1cn(-c2ccc(Cl)cc2)c(=O)c2ccccc12 | 14.5 | -0.5 | -6.5 | 0.0
CCOc1cc(/C=N/n2cnnc2-n2nc(C)cc2C)cc([N+](=O)[O-])c1O | 19.1 | -0.7 | -5.5 | 0.1
CCOC(=O)c1sc(N)c(C#N)c1CSc1nc2ccc(OCC)cc2[nH]1 | 10.7 | -0.7 | 2.4 | 0.3
COC(=O)c1cn(C(=O)c2ccc(F)cc2)nc1N | 5.2 | 0.2 | 4.6 | 0.0
COc1ccc(CN2CCCN(S(=O)(=O)c3ccc(Br)cc3)CC2)cc1 | 3.2 | 3.2 | -5.1 | 0.0
O=C(Cn1nnc2c(cnn2-c2ccccc2)c1=O)N1CCOCC1 | 1.6 | 0.6 | 6.6 | 0.1
Nc1c(C(=O)Nc2ccccc2)sc2nc(-c3ccncc3)ccc12 | 0.5 | 1.3 | -1.7 | -0.1
O=C(Cc1ccc([N+](=O)[O-])cc1)N/N=C/c1ccc(Cl)s1 | -0.5 | 0.5 | 5.5 | 0.1
O=C(CCc1ccc(S(=O)(=O)N2CCOCC2)cc1)OCC(=O)c1ccccc1F | 2.7 | 2.1 | -4.9 | 0.0
CC(=O)c1ccc(OC(=O)c2ccc([N+](=O)[O-])o2)c(Br)c1 | -3.4 | -2.9 | -3.1 | 0.0
CCCN1C(=O)c2ccccc2NC1c1ccc(OC)c(COc2ccc(F)cc2)c1 (stereo unspecified) | 10.3 | -1.8 | -6.8 | 0.7
Cc1cc(C)n(-c2ncn[nH]2)n1 | 3.0 | -1.2 | 6.6 | -0.2
COC(=O)COc1cccc(NC(=O)c2ccc(C)cc2)c1 | 9.8 | 0.0 | 19.1 | -0.2
CCOC(=O)c1sc(NC(=O)COc2ccc(C)cc2C(C)(C)C)c(C(=O)OCC)c1C | 29.5 | 0.2 | 7.2 | -0.1
CC(C)CCSc1nc2ccccc2[nH]1 | 7.9 | -1.9 | -55.1 | 0.1
Cc1ccc(N(C(C)C(=O)N2CCN(c3cccc(Cl)c3)CC2)S(C)(=O)=O)cc1 (stereo unspecified) | -5.2 | 1.0 | -3.5 | -0.3
CCN(CCO)c1ccc(Nc2ncc(-c3cccc(OC)c3)n3ccnc23)cc1 | 18.6 | 1.6 | -22.1 | 0.9
Cc1ccc(NC2=NS(=O)(=O)c3ccccc32)cc1C | 3.3 | 0.4 | -3.3 | 0.2
COc1cc(NC(=O)c2ccc3c(=O)n(Cc4ccc(Cl)cc4)c(=S)[nH]c3c2)cc(OC)c1OC | 0.5 | -0.3 | -4.9 | -0.1
CCCNC(=S)Nc1ccc2nccnc2c1 | 19.7 | -0.9 | -9.6 | 0.6
Cc1ccc(-c2cnc(NC(=O)CCC(=O)N(C)Cc3ccccc3)n2C)cc1 | 2.2 | 1.0 | -6.5 | -0.2
Cc1c(Cl)cccc1NC1=CC(=O)CCC1 | -11.0 | -0.8 | -3.0 | 0.0
COc1ccccc1-c1cnc2c(NCC(C)C)nccn12 | 19.9 | 0.2 | -40.3 | 0.3
CC(=O)c1ccc(NC(=O)NNC(=O)Cc2cccn2C)cc1 | 13.1 | -0.7 | -3.9 | -0.3
O=S(=O)(CCc1ccccc1)NCC1(c2cccs2)CC1 | -11.1 | 1.2 | -5.5 | 0.0
O=C1c2ccccc2NC(c2ccccc2)N1c1cccc(C(F)(F)F)c1 (stereo unspecified) | 11.8 | -0.7 | -15.5 | 0.2
Cc1cc(NC(=O)CCCn2cnc([N+](=O)[O-])n2)n(-c2ccccc2)n1 | -4.1 | 0.1 | 2.7 | 0.6
COc1cc(/C=C2/C(=N)N3OC(C)=CC3=NC2=O)ccc1OCCCOc1ccccc1C | -8.3 | 3.0 | -8.4 | -0.2
CCCCC1CCC(C(=O)NCCS(=O)(=O)N2CCN(c3ncccn3)CC2)CC1 (stereo unspecified) | -6.2 | 0.3 | 7.6 | -0.1
COc1cc(/C=C2/C=C(c3ccc(OC)c(OC)c3)OC2=O)ccc1C | 12.3 | 2.4 | -0.1 | 0.0
CN(C)CCN(C)C(=O)c1cccc(OC2CCN(C3CSCCSC3)CC2)c1 | 14.7 | 1.0 | 2.1 | 0.0

Of the compounds above, these contain a Cl atom:
SMILES | MITF inh | GPR151 activ | TEAD-YAP inh | FBW7 act
CN(C)C(=O)c1nc2ccc(Cl)cn2c1CN1CC[C@@H]2CCCC[C@H]2C1 | 2.1 | 0.5 | -10.1 | 0.0
COc1ccc(NC(=O)c2nn(-c3ccccc3OC)c(=O)c3ccccc23)cc1Cl | 4.4 | -0.8 | -5.7 | 0.0
Cc1c(Cl)cccc1-n1c(SCc2ccccn2)nc2n[nH]c(C)c2c1=N | -3.4 | 2.3 | -48.8 | 0.0
COC(=O)C(C)Sc1ncnc2c1cnn2-c1ccc(Cl)cc1 (stereo unspecified) | 10.7 | -1.7 | -3.3 | 0.2
O=C(CN1N=C(c2ccc(Cl)cc2)CCC1=O)NC1CCCC1 | -4.4 | 3.5 | 0.1 | 0.1
O=c1c2sc(=S)n(Cc3ccco3)c2nc(SCc2ccc(Cl)cc2)n1-c1ccc(F)cc1 | 22.7 | -0.7 | 7.6 | 0.3
C=CCNCCCOc1c(Cl)cc(C)cc1Br | -11.3 | 1.9 | -2.6 | -0.1
CN1C(=O)C2(c3ccccc31)C(C(=O)NCCc1ccc(Cl)cc1)CC1CCCN12 (stereo unspecified) | 18.7 | -0.6 | 1.0 | 0.1
CCOC(=O)N1CCN(CC(O)COc2ccc(Cl)cc2)CC1 (stereo unspecified) | 15.8 | 0.9 | 0.2 | 0.0
COc1cc(C(=O)Nc2cc(C(F)(F)F)ccc2Cl)c(Br)c(OC)c1OC | -5.6 | 0.0 | -0.5 | 0.0
COCCNC(=O)CN1C(=O)/C(=C\c2ccc(Cl)cc2)Oc2ccc(C(C)(C)C)cc21 | -4.9 | 2.4 | 11.8 | -0.1
COc1cc(/C=N\Nc2cn[nH]c(=O)c2Cl)cc(OC)c1OC | -8.3 | 0.1 | 4.5 | 0.1
CC(=O)NNC(=O)N1Cc2ccccc2Oc2ccc(Cl)cc21 | 4.2&-2.7 | -1.2&-0.4 | 6.2 | -0.1&-0.1
O=C(Nc1cccc(Cl)c1)c1cn(-c2ccc(Cl)cc2)c(=O)c2ccccc12 | 14.5 | -0.5 | -6.5 | 0.0
O=C(Cc1ccc([N+](=O)[O-])cc1)N/N=C/c1ccc(Cl)s1 | -0.5 | 0.5 | 5.5 | 0.1
Cc1ccc(N(C(C)C(=O)N2CCN(c3cccc(Cl)c3)CC2)S(C)(=O)=O)cc1 (stereo unspecified) | -5.2 | 1.0 | -3.5 | -0.3
COc1cc(NC(=O)c2ccc3c(=O)n(Cc4ccc(Cl)cc4)c(=S)[nH]c3c2)cc(OC)c1OC | 0.5 | -0.3 | -4.9 | -0.1
Cc1c(Cl)cccc1NC1=CC(=O)CCC1 | -11.0 | -0.8 | -3.0 | 0.0

Screening results from PubChem BioAssay.
